pCIP destab – p/CIP protein destabilization; Q05BA5; decrease of EGFP signal, % at 10 µM; F442A p/CIP-EGFP cells, EGFP fluorescence, 16 h; 290,000 compounds, 0.01% hits; AID 1984;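 active = EGFP signal decrease of at least 30% at 10 µM or well 3 SD below plate mean, unless failing retest; inactive = the rest, including hits failing retest or dose response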; also: some compounds called inactive have numbers as strong as hits; many of its hits are not listed in these tables
MEKK2wt PB1 HTS – raises or lowers MEK5 binding to wildtype human MEKK2 PB1 domain; Q9Y2U5; 290,000 compounds, 1.1% hits; bead flow cytometry, Alexa488-MEK5 binding to MEKK2 WT; actives lie on both sides; AID 1531; binding response (% of control), % at 10 µM; in the data active = binding response below about 67% or above about 130%
MEKK2mut PB1 HTS – signal of MEK5 binding to mutant human MEKK2 PB1 domain | bead flow cytometry, Alexa488-MEK5 binding to MEKK2 mutant | percent response, % at 10 µM | 290,000 compounds, 0.35% hits; in the data active = percent response above about 24%, passing the limit was not always enough; also: inactives centre near 1; some results filed as inactive read as strong as hits; reference of the scale not given here
M18AAP inhibitor – blocks P. falciparum M18 aspartyl aminopeptidase; recombinant PfM18AAP, H-Glu-NHMec fluorogenic cleavage; inhibition, % at 7.35 µM; 290,000 compounds, 1.2% hits;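 active = inhibition above the campaign mean inhibition over all tested compounds plus 3 SD, cut at about 28% in these data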;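 also: 0% = plate median of test compound wells and 100% = 2 mM ZnCl2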
IDE act – boosts human insulin-degrading enzyme activity in HEK cells; FAbeta-B cleavage, fluorescence polarization; 0% vehicle, 100% cell-free pure enzyme wells; 340,000 compounds, 0.073% hits; P14735; activation, % at 5.96 µM;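 active = activation above the mean of all tested compounds plus 3 SD, set per screening campaign, cut at about 17% in these data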
MEKK3 PB1 HTS – modulators (inhibitors or enhancers) of MEK5 binding to human MEKK3 PB1 domain | bead-based flow cytometry, Alexa488-MEK5 binding to MEKK3; actives lie on both sides; 0 = blocked by unlabeled MEK5, 100 = vehicle | 290,000 compounds, 1.4% hits | binding response (% of control), % at 10 µM | AID 1529;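 active = binding response more than 3 SD above or below the average of its plate-row segment, actives on both sides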;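 also: Alexa488 bead fluorescence after subtracting the streptavidin-only scavenger bead signal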
Target sequence (Q99759 whole entry, looked up, the tested form may be a part): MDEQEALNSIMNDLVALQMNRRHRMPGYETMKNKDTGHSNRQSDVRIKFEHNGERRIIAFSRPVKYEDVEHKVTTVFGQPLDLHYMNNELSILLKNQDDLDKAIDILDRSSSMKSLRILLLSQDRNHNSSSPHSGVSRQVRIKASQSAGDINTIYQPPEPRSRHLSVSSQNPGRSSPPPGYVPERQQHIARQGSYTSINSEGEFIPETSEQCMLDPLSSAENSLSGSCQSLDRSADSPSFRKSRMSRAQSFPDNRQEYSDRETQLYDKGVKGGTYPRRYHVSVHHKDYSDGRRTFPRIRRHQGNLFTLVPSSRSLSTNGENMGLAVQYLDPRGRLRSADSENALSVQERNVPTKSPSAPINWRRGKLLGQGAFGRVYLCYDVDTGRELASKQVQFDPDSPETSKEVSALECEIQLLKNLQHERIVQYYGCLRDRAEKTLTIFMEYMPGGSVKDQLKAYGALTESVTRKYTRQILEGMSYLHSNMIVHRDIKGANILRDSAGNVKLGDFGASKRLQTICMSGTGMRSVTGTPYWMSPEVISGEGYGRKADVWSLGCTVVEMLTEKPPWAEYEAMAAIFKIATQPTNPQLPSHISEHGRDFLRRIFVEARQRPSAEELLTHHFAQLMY
NALP1 yeast inh – inhibitors of NALP1 inflammasome in yeast; S. cerevisiae NALP1/ASC/caspase-1 growth, X-gal OD620, 72 h; inhibition, % at 10 µM; 280,000 compounds, 0.61% hits; in the data active = inhibition mostly above about 24%, no sharp cut-off; inactive = mostly below about 32%; also: some compounds called inactive have numbers as strong as hits
IDE cell inh – inhibitors of human insulin-degrading enzyme in cells. P14735. HEK cells, FAbetaB cleavage, fluorescence polarization. inhibition, % at 5.59 µM. 320,000 compounds, 0.41% hits. AID 434962;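 active = percent inhibition above the average of all tested compounds plus 3 SD, set per screening campaign, cut at about 16% in these data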;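 also: IDE supplied by intact live HEK cells; FP after avidin binding of uncleaved biotin substrate so inhibition keeps polarization high; 0% = DMSO wells and 100% = 60 µM reference IDE inhibitor Ii1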
UBC9 SUMO inh – inhibitors of human SUMOylation (UBC9). P63279. HTRF SUMOylation assay, SAE1/SAE2 + UBC9, in vitro. inhibition, % at 35 µM. 290,000 compounds, 0.36% hits. AID 2006; in the data active = inhibition above about 50%, passing the limit was not always enough; also: strong numbers were not always called active
Target sequence (P63279 whole entry, looked up): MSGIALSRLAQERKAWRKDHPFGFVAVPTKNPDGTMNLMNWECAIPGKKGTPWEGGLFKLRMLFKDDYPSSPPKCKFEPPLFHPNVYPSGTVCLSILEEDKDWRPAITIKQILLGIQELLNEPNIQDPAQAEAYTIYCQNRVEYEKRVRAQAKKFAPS
* marks the source's active call; other numbers are inactive results; . = not tested or not shown. Not all compounds are listed; count on the stated rates, not on these rows.

Each structure is followed by: MEKK2mut PB1 HTS, M18AAP inhibitor, pCIP destab, MEKK2wt PB1 HTS, IDE cell inh, MEKK3 PB1 HTS, IDE act, NALP1 yeast inh, UBC9 SUMO inh
> O=C(CSc1cc([N+](=O)[O-])cc(S(=O)(=O)Cc2ccccc2)c1)NC1CC1
    -1, 15, 2, 111, -3, 107, 1, -2, 7
> COC(=O)CCC(=O)Nc1cccc([N+](=O)[O-])c1
    -2, -10, 7, 90, 1, 91, 3, 6, 5
> CCC(C)C(NC(=O)OCc1ccccc1)C(=O)NCC(c1ccccc1)N(C)C (stereo not given)
    13, -6, 4, 105, -4, 102, -4, 12, 14
> O=C(Nc1nccs1)NC(C(F)(F)F)C(F)(F)F
    5, -9, -6, 106, -3, 97, -1, -7, 10
> O=C(CSCc1cnn(-c2ccccc2)c1-n1cccc1)NCc1cccs1
    4, 0, -2, 103, -1, 103, -1, 16, 18
> CCOC(=O)CSc1nnc(NC(=O)c2cccc([N+](=O)[O-])c2)s1
    12, 0, 2, 86, 2, 99, 2, 32, 0
> O=C(COc1ccc(Br)cc1Br)NNC(=O)c1cccs1
    -7, 7, 5, 103, 1, 102, 3, 13, 3
> CCCCN(C)CCCNC(=O)c1cc(-c2cccnc2)nc2ccccc12
    7, -4, -20, 111, -3, 107, 2, 17, 23
> CCCc1nc2ccccc2c(C(=O)OCC(=O)NCc2ccc3c(c2)OCO3)c1CC
    -1, 4, -10, 102, 5, 106, 5, 29, -16
> CC(C)CN(Cc1cc(=O)oc2cc3c(cc12)CCCC3)CC(C)C
    5, -1, -9, 98, 14, 102, 5, 4, -14

Exported in CSV form: entries from further up.
SMILES,MEKK2mut PB1 HTS,M18AAP inhibitor,pCIP destab,MEKK2wt PB1 HTS,IDE cell inh,MEKK3 PB1 HTS,IDE act,NALP1 yeast inh,UBC9 SUMO inh
CCOC(=O)CSc1nnc(NC(=O)c2cccc([N+](=O)[O-])c2)s1,12,0,2,86,2,99,2,32,0
O=C(COc1ccc(Br)cc1Br)NNC(=O)c1cccs1,-7,7,5,103,1,102,3,13,3

Carrying on.
Each structure is followed by: MEKK2mut PB1 HTS, M18AAP inhibitor, pCIP destab, MEKK2wt PB1 HTS, IDE cell inh, MEKK3 PB1 HTS, IDE act, NALP1 yeast inh, UBC9 SUMO inh
> CCCCCCC(=O)Nc1nc(C)c(-c2csc(Nc3ccccc3OC)n2)s1
    4, -5, -1, 116, 2, 103, -1, 21, -6
> COc1ccccc1N(C)S(=O)(=O)c1ccc(C(=O)NC(C)(C)C)cc1
    ., 4, -4, ., -6, ., -4, -1, 20
> CCOc1ccc(N(CC(=O)NCc2ccc(Cl)cc2)S(=O)(=O)c2c(C)noc2C)cc1
    4, -4, 1, 103, -3, 103, 0, 15, 5
> CC(C)(C)c1cc(-c2ccccc2)n[nH]1
    0, 0, 2, 102, 3, 103, 1, ., -6
> Cc1c(C(=O)c2ccc(F)cc2F)c2ccccn2c1CCC#N
    -2, 30*, -10, 93, 7, 101, -1, 8, 54
> CCOc1cccc(NC(=O)Cn2nc(-c3ccc4c(c3)OCCO4)ccc2=O)c1
    2, -2, -9, 89, 3, 90, -4, 10, -20
> COc1cccc(NC(=O)Cn2cnc3c(oc4nc5c(cc43)CCCC5)c2=O)c1
    0, -2, -5, 92, 7, 95, -4, -10, 28
> CC(C)CCNC(=O)c1cc(-c2ccco2)nc2ccccc12
    0, -40, -6, 97, -3, 98, 6, 14, 36
> CC(C)CCNC(=O)NC(=O)COC(=O)c1cc(S(=O)(=O)N2CCOCC2)ccc1N1CCCCC1
    1, -1, -21, 103, 1, 105, 3, 11, 0
> COC(=O)c1oc2nc(C)cc(C)c2c1N
    0, -3, -3, 100, 0, 100, 1, 24, 27

Next records:
Each structure is followed by: MEKK2mut PB1 HTS, M18AAP inhibitor, pCIP destab, MEKK2wt PB1 HTS, IDE cell inh, MEKK3 PB1 HTS, IDE act, NALP1 yeast inh, UBC9 SUMO inh
> CCCCNC(=S)NC(=O)c1ccc([N+](=O)[O-])cc1
    2, 2, 2, 103, 2, 105, 5, 10, -12
> C=Cn1cc[n+](CC(=O)c2ccc(Cl)cc2)c1
    12, -9, -1, 113, 2, 106, 0, 11, -6
> COc1cc2c(cc1OC)CN(C(=O)/C=C/c1cc(OC)c(OC)c(OC)c1)CC2
    0, 1, 2, 100, 5, 101, 6, 0, 14
> COc1ccc(S(=O)(=O)N2CCCN(CC(=O)Nc3ccc(NC(C)=O)cc3)CC2)cc1
    4, 4, 5, 107, 3, 105, 0, 27, -9
> Cc1ccc(CCNC(=O)C2=CCN(S(=O)(=O)c3ccccc3)CC2)cc1
    5, 0, 2, 106, -1, 104, -4, 12, 10
> COc1ccc(C2CCCCCN2Cc2nc3ccccc3c(=O)n2CC(N)=O)cc1 (stereo not given)
    1, 8, 7, 100, 1, 101, -2, 6, 0
> O=C(CCc1ccccn1)N1CCCC(CNS(=O)(=O)c2cccs2)C1 (stereo not given)
    -9, 0, 8, 90, -14, 85, -2, 1, 0
> O=C(Nc1nc(-c2ccccc2)nc2ccccc12)c1ccc(F)cc1
    -6, 7, 3, 94, -3, 100, 3, 1, 20
> COc1cc(NC(=O)CSc2nc3ccccc3c(=O)n2C)ccc1NC(=O)c1ccco1
    2, -2, -11, 103, 4, 101, -8, 7, 39
> COC(=O)c1cc(-c2ccc(Cl)cc2Cl)n[nH]1
    -6, -1, -2, 96, -1, 106, 2, -10, -1

(further entries)
Each structure is followed by: MEKK2mut PB1 HTS, M18AAP inhibitor, pCIP destab, MEKK2wt PB1 HTS, IDE cell inh, MEKK3 PB1 HTS, IDE act, NALP1 yeast inh, UBC9 SUMO inh
> Oc1c(C(c2ccco2)N2CCN(C(c3ccccc3)c3ccccc3)CC2)sc2ncnn12 (stereo not given)
    7, 21, -4, 101, 3, 108, -2, 1, -5
> CSc1ccc(/C=N/N2CCN(c3ccccc3)CC2)cc1
    1, 1, -8, 102, -1, 101, 4, -5, 2
> CCO[C@@H]1OC(C(=O)NCc2nc3ccccc3[nH]2)=C[C@H](c2coc3ccccc3c2=O)[C@H]1CCCO
    -2, ., ., 102, 3, 102, 5, ., .
> COC(=O)c1[nH]c2cccc(Cl)c2c1NC(=O)CN1CCCCC1C (stereo not given)
    4, 0, -18, 104, -4, 103, -4, -7, 2
> O=C(CN(Cc1ccccc1)S(=O)(=O)c1ccccc1)N1CCOCC1
    -4, 5, -22, 97, -1, 99, -2, 9, 25
> CC(Cc1ccccc1)NC(=O)/C=C/c1ccc([N+](=O)[O-])cc1 (stereo not given)
    1, -4, -18, 108, 8, 150*, 8, 34, 5
> O=[N+]([O-])c1ccc(OCCO)nc1
    5, 2, 1, 106, -2, 104, 1, 10, -9
> O=C(NCC1CCCO1)C(=O)c1c[nH]c2ccccc12 (stereo not given)
    -3, 2, 8, 98, -2, 106, 3, 8, -6
> N#CCCN(C(=O)COC(=O)C1CCN(S(=O)(=O)c2cccs2)CC1)c1ccccc1
    2, -6, -4, 100, -8, 103, 1, 0, 4
> COc1ccc2nc(NC(=O)c3cc(C)oc3C)sc2c1
    7, 8, 13, 103, 1, 114, -3, 7, 3

(listing goes on)
Each structure is followed by: MEKK2mut PB1 HTS, M18AAP inhibitor, pCIP destab, MEKK2wt PB1 HTS, IDE cell inh, MEKK3 PB1 HTS, IDE act, NALP1 yeast inh, UBC9 SUMO inh
> O=C(NC1CCOc2ccccc21)c1ccc(=O)[nH]c1 (stereo not given)
    1, -4, -18, 103, 2, 103, 2, 7, 0
> O=C(C1CC2C=CC1C2)N1CCN(c2ccccc2)CC1 (stereo not given)
    -14, 0, 2, 59, 2, 56, -1, 18, 15
> O=c1c(F)cn(C2CCCO2)c(=O)n1Cc1c(F)cccc1Cl (stereo not given)
    -12, 0, -5, 68, -4, 70, 2, 48, -1
> COc1ccc2occ(NC(C)=O)c2c1
    2, 0, 0, 94, 7, 103, -2, -18, -19
> COc1ccc(-c2cc(C(F)(F)F)nc(SCC(=O)NCCN3CCOCC3)n2)cc1OC
    7, 3, -5, 106, 2, 108, 0, 16, 32
> CCN1CCN(CCC(=O)Nc2cc(C)ccc2C)CC1
    6, 2, -1, 102, -1, 100, 2, 13, 15
> CCOC(=O)C1(Cc2ccccc2C)CCCN(C(=O)CN2CCCCC2=O)C1 (stereo not given)
    2, 1, 3, 101, -4, 101, 1, -1, -22
> COc1ccccc1-c1cc(N)n(S(=O)(=O)c2cccc3nsnc23)n1
    7, 1, -3, 102, -12, 104, 9, ., 11
> CCCCNC(=S)NNC(=O)c1csc(C)c1CC
    -2, 1, -12, 94, -1, 91, 0, 21, 14
> Cc1ccc(Nc2c(-c3ccco3)nc3nc(C)cc(C)n23)cc1
    -1, 2, 1, 97, 2, 119, -1, 5, 10

The list continues:
Each structure is followed by: MEKK2mut PB1 HTS, M18AAP inhibitor, pCIP destab, MEKK2wt PB1 HTS, IDE cell inh, MEKK3 PB1 HTS, IDE act, NALP1 yeast inh, UBC9 SUMO inh
> CN(n1cnc2ccccc2c1=O)S(C)(=O)=O
    -3, 1, 2, 96, 5, 97, 1, 3, 0
> O=C(O)/C=C/C(=O)Nc1ccccc1C(=O)OCC(=O)c1ccc2c(c1)OCCO2
    0, -2, -7, 106, -3, 121, 11, -5, 9
> CC(C)(C)c1ccc(C(=O)NC(=S)NCc2cccnc2)cc1
    -5, -7, 12, 93, -6, 91, -1, 22, -19
> CCc1c(C)nc2nc(NC(C)=O)[nH]n2c1=O
    4, 2, 7, 106, -1, 104, 10, -6, 5
> Cc1cccc(OCc2ccc(C(=O)N3CCOCC3)o2)c1
    -12, -4, -11, 90, 5, 94, -4, 29, -10
> CC(C)Cc1nnc(NC(=O)c2ccncc2)s1
    10, 4, -6, 108, -2, 102, 3, 11, 24
> O=C(COC(=O)c1ccc(O)cc1)Nc1ccccc1[N+](=O)[O-]
    -8, -7, -4, 94, 3, 97, 16, 6, 1
> Cc1nc(NCc2ccccn2)c2ccccc2n1
    ., 1, 10, ., -2, ., 2, 1, 25
> CC(C)NC(=O)c1ccccc1NC(=O)c1ccccc1N(C)S(C)(=O)=O
    -4, -2, -1, 91, 1, 93, 4, -23, 6
> Cn1nnc(NC(=S)NC(=O)c2cccc3c(Br)cccc23)n1
    0, 3, 1, 102, -1, 106, -11, 2, 15

The results go on:
Each structure is followed by: MEKK2mut PB1 HTS, M18AAP inhibitor, pCIP destab, MEKK2wt PB1 HTS, IDE cell inh, MEKK3 PB1 HTS, IDE act, NALP1 yeast inh, UBC9 SUMO inh
> Nn1cnc2c(c1=O)C1(CCCCC1)Cc1ccccc1-2
    0, -4, -4, 106, -3, 141*, 2, 24, -10
> O=C(O)c1cccc(N2CCCCS2(=O)=O)c1
    9, -8, -1, 102, -1, 106, 5, -4, 8
> Fc1ccc(N2CCN(c3nnnn3-c3ccccc3)CC2)cc1
    -2, -1, -3, 95, 2, 82, 8, 15, -4
> Cc1cccc(N(C)C(=O)c2cc(S(=O)(=O)N3CCCC3)cn2C)c1
    4, 4, 0, 97, 3, 97, -1, 2, 7
> O=C(Nc1ccc(-c2nnc(-c3ccccc3)o2)cc1)C1CCCO1 (stereo not given)
    4, 0, -32, 101, -2, 98, 1, -6, 30
> COc1cccc(NC(=O)CSc2nnnn2C2CCCCC2)c1
    -1, -2, -11, 100, ., 104, -2, 11, -11
> Cc1cc(C)cc(N(CC(=O)NCC2CCCO2)C(=O)CCC(=O)Nc2cc(C)on2)c1 (stereo not given)
    ., 0, -4, ., 1, ., 3, -9, 8
